From PubChem
MEKK2 mut-MEK5 – signal of MEK5 binding to mutant human MEKK2 PB1 domain; 0.35% of 290,000 active; percent response, % at 10 µM; bead flow cytometry, Alexa488-MEK5 binding to MEKK2 mutant; in the data active means percent response above about 24%, passing the limit was not always enough; further: inactives centre near 1; some results filed as inactive read as strong as hits
V1R ag counter – activates human V1a receptor in oxytocin agonist counter-screen; activation, % at 3 µM; 0.25% of 320,000 active; AID 2797; P37288; CHO-V1R cells, Fluo-8 calcium fluorescence, agonist mode; 0% DMSO, 100% 3 nM vasopressin;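 active means activation above the mean activation of all tested compounds plus 3 SD, per screening run, cut at about 20% in these data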;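 further: signal is peak over basal fluorescence ratio across a 100 second FLIPR read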
Target sequence (P37288 whole entry, looked up): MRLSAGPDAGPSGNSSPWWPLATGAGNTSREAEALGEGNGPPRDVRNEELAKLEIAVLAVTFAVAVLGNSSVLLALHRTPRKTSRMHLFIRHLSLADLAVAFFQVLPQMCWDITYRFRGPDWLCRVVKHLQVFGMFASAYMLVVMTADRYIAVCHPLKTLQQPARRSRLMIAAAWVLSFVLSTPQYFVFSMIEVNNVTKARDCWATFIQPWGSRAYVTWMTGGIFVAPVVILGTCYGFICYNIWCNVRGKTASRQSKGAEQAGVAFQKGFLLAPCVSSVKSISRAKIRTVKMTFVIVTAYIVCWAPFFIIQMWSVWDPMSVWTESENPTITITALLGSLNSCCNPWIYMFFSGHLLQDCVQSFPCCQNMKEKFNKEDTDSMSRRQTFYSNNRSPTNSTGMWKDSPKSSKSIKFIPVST
OXTR ag – human OXTR agonism; P30559; CHO-OTR cells, Fluo-8 calcium fluorescence; normalized: DMSO 0%, oxytocin 100%; activation, % at 3 µM; 0.32% of 320,000 active; AID 2435;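 active means activation above the mean of all tested compounds plus 3 SD, cutoff set per screening run, cut at about 20% in these data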;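 further: peak over basal fluorescence ratio from a 100 s FLIPR kinetic read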
GalR3 antagonist – antagonists of human GalR3; O60755; HEK293 GalR3-CNG cAMP membrane potential fluorescence; galR3 body fused to GalR1 C-terminus; inhibition, % at 3 µM; 0.44% of 360,000 active;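 active means inhibition above the screen-wide average plus 3 SD, cut at about 13% in these data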;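 further: forskolin and galanin both at EC90 stimulate the cells; cAMP rise reported by CNG channel membrane potential dye signal; 0% = forskolin plus galanin with DMSO and 100% = forskolin alone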
Target sequence (O60755 1-299 limits assumed): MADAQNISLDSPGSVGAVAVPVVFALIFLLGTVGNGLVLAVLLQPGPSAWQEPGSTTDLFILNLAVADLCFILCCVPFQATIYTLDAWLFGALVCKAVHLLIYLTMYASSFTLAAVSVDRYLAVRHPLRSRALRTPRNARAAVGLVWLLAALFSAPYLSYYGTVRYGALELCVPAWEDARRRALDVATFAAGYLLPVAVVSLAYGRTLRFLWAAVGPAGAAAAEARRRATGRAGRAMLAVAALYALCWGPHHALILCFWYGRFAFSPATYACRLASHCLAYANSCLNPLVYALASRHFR
PfM18AAP inh – blocks P. falciparum M18 aspartyl aminopeptidase | recombinant PfM18AAP, H-Glu-NHMec fluorogenic cleavage | inhibition, % at 7.35 µM | 1.2% of 290,000 active;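 active means inhibition above the campaign mean inhibition over all tested compounds plus 3 SD, cut at about 28% in these data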;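 further: 0% = plate median of test compound wells and 100% = 2 mM ZnCl2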
MEKK2wt PB1 HTS – raises or lowers MEK5 binding to wildtype human MEKK2 PB1 domain. Q9Y2U5. bead flow cytometry, Alexa488-MEK5 binding to MEKK2 WT; actives lie on both sides. binding response (% of control), % at 10 µM. 1.1% of 290,000 active; in the data active means binding response below about 67% or above about 130%
GPR7 antag – blocks human GPR7 receptor signaling; 1.1% of 290,000 active; P48145; AID 1861; GPR7-expressing cells, fluorescence antagonist assay; inhibition, % at 4.4 µM; in the data active means inhibition above about 16%, passing the limit was not always enough;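 further: cells stimulated with the agonist NPW; 0% = agonist with vehicle and 100% = vehicle without agonist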
Target sequence (P48145 whole entry, looked up): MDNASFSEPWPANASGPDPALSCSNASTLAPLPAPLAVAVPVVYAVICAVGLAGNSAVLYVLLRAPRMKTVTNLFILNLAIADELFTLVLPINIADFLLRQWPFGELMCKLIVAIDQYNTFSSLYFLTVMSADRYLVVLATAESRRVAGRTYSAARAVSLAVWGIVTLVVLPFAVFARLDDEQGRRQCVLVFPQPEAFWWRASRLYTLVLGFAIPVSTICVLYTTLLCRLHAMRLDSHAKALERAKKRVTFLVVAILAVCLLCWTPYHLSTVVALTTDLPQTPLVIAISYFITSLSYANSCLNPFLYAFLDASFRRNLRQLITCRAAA
NALP1 yeast inh – inhibitors of NALP1 inflammasome in yeast; inhibition, % at 10 µM; 0.61% of 280,000 active; S. cerevisiae NALP1/ASC/caspase-1 growth, X-gal OD620, 72 h; AID 2071; in the data active means inhibition mostly above about 24%, no sharp cut-off; inactive means mostly below about 32%; further: some compounds called inactive have numbers as strong as hits
OXTR potentiator – potentiates the human oxytocin receptor response | P30559 | CHO-OTR cells, Fluo-8 calcium fluorescence, potentiator mode; 0% = oxytocin EC15, 100% = EC100 | activation, % at 3 µM | 0.061% of 320,000 active | AID 2445;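 active means activation above that plate's cutoff, the mean activation of tested compounds plus 3 SD, cut at about 6.6% in these data, passing the limit was not always enough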;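 further: 100% uses oxytocin at 75 nM as the full agonist control; some results filed as inactive read as strong as hits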
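Measured by – Fluo-8 calcium dye fluorescence · Test system – human OTR in CHO cells · Dosing – one concentration, 3.0 µM compound · Controls – EC15 oxytocin alone as 0%, 75 nM oxytocin as 100% · Evaluation – normalized max/min fluorescence ratio, % activation · Timing – 6 min pre-incubation, 100 s read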
An asterisk follows results filed as active; x = no result given; & = joins results of further samples.

nr	smiles	GalR3 antagonist	OXTR ag	PfM18AAP inh	MEKK2 mut-MEK5	V1R ag counter
1	CC(C)N(Cc1cnn(C)c1)C(=O)c1ccc(OC2CCN(Cc3ccccn3)CC2)cc1	-4	1.4	-2	-3	2.5
2	Cc1ccc(NC(=O)COc2ccc3c(c2)OCO3)c(Cl)c1	-2	1.0	x	x	13
3	COc1cc2c(C(=O)NCCN(C)C)cn(CC(C)C)c(=O)c2cc1OC	0	6.5	-6	1	0.4
4	CCC(=O)Nc1c(C#N)c2nc3ccccc3nc2n1C1CCCCC1	-6	0.6	4	-6	-1.1
5	CC1CCc2cc(F)ccc2N1S(=O)(=O)c1ccc(F)cc1 (stereo not drawn)	-11	-1.9	-9	9	-1.4
6	Nc1ccc(C(=O)N2CCCC2)cc1	-2	0.5	-2	3	0.2
7	O=C(/C=C/c1cccc([N+](=O)[O-])c1)c1ccco1	5	0.1	24	-3	0.5
8	Cc1cc2c3c(c1C)C(=O)C(=O)N3C(C)(C)CC2C (stereo not drawn)	-1	-2.0	0	-13	-2.0
9	CCC(Oc1ccccc1)C(=O)Nc1ccc(-c2nnc(-c3ccco3)o2)cc1 (stereo not drawn)	0	0.1	4	-6	3.2
10	CC(O)c1cccc(NC2=CC(=O)CC(C)(C)C2)c1 (stereo not drawn)	-6	0.4	-16	1	-1.0

nr	GPR7 antag	MEKK2wt PB1 HTS	OXTR potentiator	NALP1 yeast inh
1	1	100	-1	16
2	x	x	3	x
3	-15	102	2	x
4	-1	90	-12	4
5	-21	109	3	6
6	-8	107	-5	11
7	14	95	9	47*
8	-7	84	4	-1
9	-13	86	-21	41
10	-14	101	-9	0

Only GalR3 antagonist and NALP1 yeast inh (4 entries from above):
No. | mol | GalR3 antagonist | NALP1 yeast inh
9 | CCC(Oc1ccccc1)C(=O)Nc1ccc(-c2nnc(-c3ccco3)o2)cc1 (stereo not drawn) | 0 | 41
6 | Nc1ccc(C(=O)N2CCCC2)cc1 | -2 | 11
4 | CCC(=O)Nc1c(C#N)c2nc3ccccc3nc2n1C1CCCCC1 | -6 | 4
5 | CC1CCc2cc(F)ccc2N1S(=O)(=O)c1ccc(F)cc1 (stereo not drawn) | -11 | 6

Later entries
nr	smiles	GalR3 antagonist	OXTR ag	PfM18AAP inh	MEKK2 mut-MEK5	V1R ag counter
11	NC(=O)C1=C[C@@H](c2coc3ccccc3c2=O)C[C@@H](OCc2ccc(CO)cc2)O1	-8	-1.8	-8	7	-1.2
12	CCN(CC)c1ccc(/C=N/NC(=O)c2cccc(N3CCCC3=O)c2)cc1	-1	-1.6	1	1	-0.8
13	CC1Cc2ccccc2N1C(=O)CSc1nnc(N)s1 (stereo not drawn)	-2	-0.6	11	6	0.2
14	CC(CN1CCOCC1)OC(=O)C1COc2ccccc2O1 (stereo not drawn)	6	3.4	-5	-6	0.3
15	COc1ccc(C(c2sc3ncnn3c2O)N2CC(C)OC(C)C2)cc1OC (stereo not drawn)	x	0.5	3	1	1.2
16	COc1ccc(NC(=O)CN(C2CCCCC2)S(C)(=O)=O)cc1OC	-1	-0.3	-10	-1	0.5
17	CCn1ccnc1CN(C)C(=O)C1CCC(=O)N(Cc2cccc(C(F)(F)F)c2)C1 (stereo not drawn)	-2	-1.0	-5	1	0.6
18	C=C1CCN([C@@H](C)C(=O)OCc2ccc(C)cc2)S(=O)(=O)c2ccccc21	-6	1.4	x	4	-0.6
19	O=C1CN(C(=O)CSc2nncs2)c2ccccc2N1	-5	0.1	-17	-1	1.4
20	O=C(NC1CCN(S(=O)(=O)c2ccc(F)cc2)CC1)c1ccco1	-6	0.2	0	-6	2.2

nr	GPR7 antag	MEKK2wt PB1 HTS	OXTR potentiator	NALP1 yeast inh
11	-15	106	-1	5
12	-3	97	-4	5
13	-6	101	2	-6
14	2	115	-9	28*
15	-14	105	-2	-76
16	7	107	-10	-3
17	-1	100	-4	13
18	x	99	-13	5
19	-10	96	0	8
20	2	97	-8	3

Other entries
nr	smiles	GalR3 antagonist	OXTR ag	PfM18AAP inh	MEKK2 mut-MEK5	V1R ag counter
21	CCn1c(=O)c(C(=O)Nc2ccccc2C)c(O)c2ccccc21	-5	1.4	-10	1	-0.2
22	COc1ccc(N(CC(=O)N/N=C/c2cc(OC)ccc2OC)S(=O)(=O)c2ccccc2)cc1	-9	-0.3	1	-7	-0.2
23	Cn1c(N)c(Sc2ccc(F)cc2)c(=O)n(C)c1=O	-7	0.1	-1	0	0.1
24	COC(=O)c1cc(Cl)c(NC(=O)/C=C/c2ccc(Cl)cc2Cl)cc1OC	-6	0.1	0	3	0.4
25	CN(Cc1nc2ccccc2c(=O)[nH]1)C(=O)COc1ccccc1Cc1ccccc1	0	-0.1	x	x	2.0
26	Cc1ccc(C2(c3noc(CN(C)Cc4ccccn4)n3)CCCC2)cc1	2	-0.4	12	-16	-0.2
27	Nc1ccc2oc(-c3ccccc3Cl)nc2c1	7	-1.4	-12	11	-0.9
28	COC(=O)CN1C(=O)COc2ccc(S(=O)(=O)NCc3ccccc3)cc21	-5	1.0	-4	-2	1.0
29	Cc1ccc(NC(=O)CCC(=O)c2cccs2)cc1	3	-1.0	-7	-2	-0.8
30	Cc1cccc(OCCSc2nc3ncnc(N)c3[nH]2)c1	-4	-0.4	-9	-13	0.5

nr	GPR7 antag	MEKK2wt PB1 HTS	OXTR potentiator	NALP1 yeast inh
21	-8	104	-1	-2
22	-19	91	-22	-2
23	-11	98	-5	-14
24	0	102	-10	26
25	x	x	-10	x
26	6	92	1	-16
27	0	95	-9	28
28	-11	90	1	6
29	-3	96	-1	23
30	16*	83	-5	11

The list goes on:
nr	smiles	GalR3 antagonist	OXTR ag	PfM18AAP inh	MEKK2 mut-MEK5	V1R ag counter
31	Cc1nn(CC(=O)N2N=C(C(F)F)CC2(O)C(F)F)c(C)c1[N+](=O)[O-] (stereo not drawn)	-3	-0.3	-8	-1	-0.4
32	O=C1NC2(CCCC2)C(=O)N1CCS(=O)(=O)Oc1ccccc1	4	-0.8	0	6	-0.9
33	O=C(N[C@@H](c1ccccc1)[C@@H]1C[C@H]1C(=O)NCc1ccccn1)OCc1ccccc1	-3	0.4	2	-3	-0.1
34	C=CCSC1=Nc2sccc2C2=NC(=O)CN12	-5	-0.9	19	x	0.1
35	CCC(C)Sc1nnc(NC(=O)C2CCN(C(=O)c3ccco3)CC2)s1 (stereo not drawn)	0	11	-7	-5	5.6
36	O=c1c2ccccc2[nH]c(=S)n1CCN1CCCC1	-5	-0.5	-3	-1	-0.2
37	COc1cc(C(=O)NCC2CCCCC2)cc(OC)c1OC	-9	1.8	2	0	2.6
38	c1ccc(-c2nc3ccccc3s2)nc1	1&-4	-2.0&-1.7	1&-1	4&-1	-0.8&-0.4
39	C[C@H](CO)N1C[C@H](C)[C@@H](CN(C)C(=O)Nc2ccc3c(c2)OCO3)Oc2ccc(NS(=O)(=O)c3ccc(F)cc3)cc2C1=O	-7	-1.8	x	x	-0.5
40	CC(C)[C@@H](C(=O)N1CCCC1)N1C(=O)N2CCc3c([nH]c4ccccc34)[C@@]2(C)C1=O	-2	-1.6	0	1	-0.6

nr	GPR7 antag	MEKK2wt PB1 HTS	OXTR potentiator	NALP1 yeast inh
31	-6	104	-6	16
32	-7	104	-13	-14
33	-7	89	-5	35
34	-11	x	-8	8
35	-8	97	-5	-28
36	-13	105	-9	-5
37	2	103	2	10
38	-7&-10	106&98	-12&-4	26
39	x	x	-3	x
40	4	102	-4	14

Next section.
nr	smiles	GalR3 antagonist	OXTR ag	PfM18AAP inh	MEKK2 mut-MEK5	V1R ag counter
41	O=C(Nc1ccc2c(c1)OCO2)c1ccc2c(c1)OCO2	-4	-0.2	-1	3	0.4
42	Cc1nnc(SCc2cc(=O)oc3cc(O)ccc23)n1Cc1ccccc1	3	0.8	3	-1	-1.0
43	COc1ccc(C(C(=O)NCC2CCCO2)N(C(=O)CNC(=O)c2cccs2)c2ccccc2)cc1OC (stereo not drawn)	-2	0.0	2	-1	0.4
44	COC(=O)c1c(NC(=O)CN2CCC(C(N)=O)CC2)c2c(C)cccc2n1C	1	1.3	2	12	0.9
45	COc1ccc(C(=O)Nc2cc(OC)c(Cl)cc2Cl)cc1	-3	-1.8	-1	-1	-0.9
46	O=C(O)c1cnc(-c2ccccc2)nc1Sc1ccc(Cl)cc1	-3	-0.4	-5	-2	2.6
47	C/C=C\C(=O)Nc1cccc(C2=NOC3(C2)C[C@@H](C(N)=O)N(C(=O)CCCCC)C3)c1 (stereo partly drawn)	1	2.8	x	-5	0.1
48	CNc1cc([N+](=O)[O-])ccc1N/C=C/C(=O)c1ccc2c(c1)OCO2	-5	0.4	8	0	0.0
49	O=C(COC(=O)c1cc(-c2ccccn2)nc2ccccc12)Nc1ncc(C(F)(F)F)cc1Cl	-6	-0.1	-8	-2	0.3
50	COc1ccc(CN(C)CCc2ccccn2)cc1OC	-2	0.3	-1	6	1.4

nr	GPR7 antag	MEKK2wt PB1 HTS	OXTR potentiator	NALP1 yeast inh
41	-6	102	0	34
42	5	112	1	5
43	-6	95	-2	12
44	-7	108	-1	-6
45	-1	98	-7	-72
46	-4	93	-10	0
47	x	97	3	-13
48	5	100	-2	6
49	18	96	-5	x
50	-13	102	-21	13

The results go on:
nr	smiles	GalR3 antagonist	OXTR ag	PfM18AAP inh	MEKK2 mut-MEK5	V1R ag counter
51	CC(C)(C)C(=O)N1N=C(c2cccc(NS(C)(=O)=O)c2)CC1c1cccs1 (stereo not drawn)	3	-0.7	0	-12	0.8
52	CC12COC3(P(=O)(c4ccccc4)c4ccccc4)CC1CCC23CP(=O)(c1ccccc1)c1ccccc1 (stereo not drawn)	-4	-1.5	-10	-1	-1.1
53	Cn1c(=O)c2c(SCC(=O)N3CCCc4ccccc43)nc(CC(C)(C)C)nc2n(C)c1=O	x	-0.8	7	x	0.1
54	O=C(NN=C1c2ccccc2-c2ccccc21)c1ccccc1	-8	-2.2	x	x	-1.3
55	COc1cc(NC(=O)Cc2ccccc2)c(C(=O)O)cc1OC	-9	0.8	10	11	0.6
56	Cc1ccc(CN2CCN(CC(=O)NCc3ccc(Cl)cc3)C2=O)cc1	-3	0.5	-7	-5	4.8
57	COc1ccc(OC)c(C2CC(=O)C3=C(C2)NC(=O)CC3c2ccc(O)c(OC)c2)c1 (stereo not drawn)	2	1.1	8	20	0.2
58	COc1ccc(C(=O)NC(Nc2ccc(C)cc2)C(Cl)(Cl)Cl)cc1 (stereo not drawn)	-12	3.5	-3	1	5.6
59	O=C(c1ccccc1)c1c[nH]c2ccccc12	-10	x	-5	2	x
60	O=C(O)C(NC(=O)c1ccccc1)=C(Cl)Cl	0	1.0	-10	1	0.7
61	O=C(CCC(=O)Nc1ccccc1)N/N=C/c1cccnc1	0	1.5	7	-1	-0.1
62	CC(C)C[C@H](NC(=O)OC(C)(C)C)c1n[nH]c(=S)n1N	3	3.3	19	-1	3.1
63	COc1ccc(C(=O)NCC(=O)OCC(=O)N2CCN(S(=O)(=O)c3ccccc3)CC2)cc1	-5	-0.3	-9	-2	3.5

nr	GPR7 antag	MEKK2wt PB1 HTS	OXTR potentiator	NALP1 yeast inh
51	-2	89	-6	18
52	-8	95	4	5
53	-5	x	-5	14
54	x	x	-16	x
55	-14	105	-3	2
56	-3	108	-22	5
57	-5	108	-3	2
58	-9	122	-11	6
59	4	99	x	13
60	4	103	-4	x
61	4	103	0	8
62	0	99	-2	14
63	-9	96	-8	19
